# V1R ag counter: activates human V1a receptor in oxytocin agonist counter-screen; P37288; CHO-V1R cells, Fluo-8 calcium fluorescence, agonist mode; 0% DMSO, 100% 3 nM vasopressin; activation, % at 3 µM; 320,000 compounds, 0.25% hits; AID 2797;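 active = activation above the mean activation of all tested compounds plus 3 SD, per screening run, cut at about 20% in these data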;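 also: signal is peak over basal fluorescence ratio across a 100 second FLIPR read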
# Target sequence (P37288 whole entry, looked up): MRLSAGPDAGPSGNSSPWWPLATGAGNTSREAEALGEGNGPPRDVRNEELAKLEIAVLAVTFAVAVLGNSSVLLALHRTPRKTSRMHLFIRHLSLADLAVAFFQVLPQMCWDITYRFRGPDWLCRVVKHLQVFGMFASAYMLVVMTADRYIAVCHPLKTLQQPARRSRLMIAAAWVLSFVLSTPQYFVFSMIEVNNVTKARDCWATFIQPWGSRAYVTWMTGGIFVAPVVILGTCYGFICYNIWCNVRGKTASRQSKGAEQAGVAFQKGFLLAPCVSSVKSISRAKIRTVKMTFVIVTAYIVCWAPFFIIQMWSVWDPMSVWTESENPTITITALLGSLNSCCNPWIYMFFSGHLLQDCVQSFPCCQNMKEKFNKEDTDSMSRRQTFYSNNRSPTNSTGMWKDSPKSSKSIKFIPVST
# PHOSPHO1 block: inhibitors of human PHOSPHO1 phosphatase; Q8TCT1; recombinant PHOSPHO1, absorbance phosphatase assay; inhibition, % at 13.3 µM; 290,000 compounds, 1.1% hits; AID 1565; in the data active = inhibition above about 60%
# MEKK3 PB1 HTS: raises or lowers MEK5 binding to the human MEKK3 PB1 domain; bead-based flow cytometry, Alexa488-MEK5 binding to MEKK3; actives lie on both sides; 0 = blocked by unlabeled MEK5, 100 = vehicle; binding response (% of control), % at 10 µM; 290,000 compounds, 1.4% hits;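 active = binding response more than 3 SD above or below the average of its plate-row segment, actives on both sides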;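 also: Alexa488 bead fluorescence after subtracting the streptavidin-only scavenger bead signal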
# MEKK2mut PB1 HTS: signal of MEK5 binding to mutant human MEKK2 PB1 domain. percent response, % at 10 µM. AID 1530. bead flow cytometry, Alexa488-MEK5 binding to MEKK2 mutant. 290,000 compounds, 0.35% hits; in the data active = percent response above about 24%, passing the limit was not always enough; also: inactives centre near 1; some results filed as inactive read as strong as hits; reference of the scale not given here
# GalR3 antagonist: human GalR3 antagonism | O60755 | HEK293 GalR3-CNG cAMP membrane potential fluorescence; galR3 body fused to GalR1 C-terminus | inhibition, % at 3 µM | 360,000 compounds, 0.44% hits | AID 651719;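 active = inhibition above the screen-wide average plus 3 SD, cut at about 13% in these data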;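 also: forskolin and galanin both at EC90 stimulate the cells; cAMP rise reported by CNG channel membrane potential dye signal; 0% = forskolin plus galanin with DMSO and 100% = forskolin alone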
# Target sequence (O60755 1-299 limits assumed): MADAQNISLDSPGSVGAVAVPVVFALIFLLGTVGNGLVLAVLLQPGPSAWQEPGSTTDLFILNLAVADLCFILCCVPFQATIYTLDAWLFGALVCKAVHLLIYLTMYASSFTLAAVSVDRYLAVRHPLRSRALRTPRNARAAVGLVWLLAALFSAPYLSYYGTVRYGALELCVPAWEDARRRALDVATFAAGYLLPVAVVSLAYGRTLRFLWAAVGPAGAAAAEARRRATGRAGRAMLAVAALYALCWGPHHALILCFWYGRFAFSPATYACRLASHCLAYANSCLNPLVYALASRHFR
# NALP1 inh: blocks the NALP1 inflammasome reconstituted in yeast; 280,000 compounds, 0.61% hits; inhibition, % at 10 µM; S. cerevisiae NALP1/ASC/caspase-1 growth, X-gal OD620, 72 h; in the data active = inhibition mostly above about 24%, no sharp cut-off; inactive = mostly below about 32%; also: some compounds called inactive have numbers as strong as hits
# GPR7 antagonist: blocks human GPR7 receptor signaling. P48145. 290,000 compounds, 1.1% hits. inhibition, % at 4.4 µM. GPR7-expressing cells, fluorescence antagonist assay; in the data active = inhibition above about 16%, passing the limit was not always enough;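 also: cells stimulated with the agonist NPW; 0% = agonist with vehicle and 100% = vehicle without agonist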
# Target sequence (P48145 whole entry, looked up): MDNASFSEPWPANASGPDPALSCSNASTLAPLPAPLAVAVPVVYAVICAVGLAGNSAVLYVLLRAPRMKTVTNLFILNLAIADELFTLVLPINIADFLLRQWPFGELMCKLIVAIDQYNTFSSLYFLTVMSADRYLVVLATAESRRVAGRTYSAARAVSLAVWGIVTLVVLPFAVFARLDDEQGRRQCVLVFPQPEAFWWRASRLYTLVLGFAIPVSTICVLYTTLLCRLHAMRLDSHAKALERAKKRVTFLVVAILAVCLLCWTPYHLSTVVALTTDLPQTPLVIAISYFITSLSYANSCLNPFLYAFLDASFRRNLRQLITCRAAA
# OXTR ag: activates the human oxytocin receptor; P30559; CHO-OTR cells, Fluo-8 calcium fluorescence; normalized: DMSO 0%, oxytocin 100%; activation, % at 3 µM; 320,000 compounds, 0.32% hits;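 active = activation above the mean of all tested compounds plus 3 SD, cutoff set per screening run, cut at about 20% in these data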;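 also: peak over basal fluorescence ratio from a 100 s FLIPR kinetic read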
# MEKK2 WT-MEK5: raises or lowers MEK5 binding to wildtype human MEKK2 PB1 domain; Q9Y2U5; 290,000 compounds, 1.1% hits; binding response (% of control), % at 10 µM; bead flow cytometry, Alexa488-MEK5 binding to MEKK2 WT; actives lie on both sides; in the data active = binding response below about 67% or above about 130%
# The depositor's hits bear a star; · = no result given. Compounds were not picked by outcome; any-hit rate near 5.4%.
SMILES,V1R ag counter,PHOSPHO1 block,MEKK3 PB1 HTS,MEKK2mut PB1 HTS,GalR3 antagonist,NALP1 inh,GPR7 antagonist,OXTR ag,MEKK2 WT-MEK5
O=C(CC1S/C(=N/N=C/c2cccnc2)NC1=O)Nc1ccccc1 (configuration not stated),-0.3,-5,99,-11,6,-4,2,0.8,86
COc1ccc(Cl)cc1NC(=O)C1CC(=O)N(C2CCCCC2)C1 (configuration not stated),2.1,21,102,1,1,13,-2,0.9,101
CC1CCCCC1NC(=O)COC(=O)COc1ccccc1Cl (configuration not stated),-0.9,13,114,-1,-3,0,-8,-1.1,106
CS(=O)(=O)N1CCN(c2ccc(NC(=O)c3ccc([N+](=O)[O-])o3)cc2)CC1,·,-13,97,-3,-6,-5,-15,·,97
Cc1cc(NC(=O)COc2ccccc2C)ccc1NC(=O)c1cccs1,2.1,-4,104,0,-8,7,-11,2.1,98
Cc1ccccc1NC(=O)CSc1ccc(-c2ccco2)nn1,-0.1,-6,98,10,-1,36,-3,-2.0,90
CCn1c(SCc2nc(N)nc(N3CCCCC3)n2)nc2c1c(=O)n(C)c(=O)n2C,0.9,-7,99,-3,-10,10,8,1.1,99
O=C(NCCCO)C(=O)NCC(c1ccc2c(c1)OCO2)N1CCN(c2ccc(F)cc2)CC1 (configuration not stated),-0.1,22,95,-8,3,18,2,-1.1,95
COc1ccc(C2=NN(C(=O)CSc3nnc(C)n3C)C(c3ccco3)C2)cc1 (configuration not stated),1.1,-39,98,-3,-4,-6,-9,-0.5,95
Cc1ccc(C(=O)NC(=S)Nc2ccccc2C(F)(F)F)cc1C,0.6,32,92,-5,-3,0,-13,0.0,94
Cc1ccc(Nc2nnc(SCC(=O)NC3CCCc4ccccc43)s2)cc1 (configuration not stated),-0.8,-4,102,9,3,42,-8,-3.8,99
COc1ccc(NC(=O)CSc2cn[nH]n2)c(OC)c1,0.2,28,103,1,-10,2,1,-0.3,98
CCn1c(CNC(=O)C23CC4CC(CC(C4)C2)C3)nnc1SCC(=O)Nc1nnc(C)s1,-0.1,-3,111,6,·,-8,-20,-0.2,112
OCCC1CN(Cc2cccn2-c2cccnc2)CCN1CCc1ccccc1 (configuration not stated),-0.3,6,100,-9,-1,9,-3,0.4,86
COc1ccccc1NC(=O)c1c(Br)cnn1C,-1.5,48,102,-2,-7,15,-5,-1.9,100
O=C(Nc1cccc(C(=O)N2CCCc3ccccc32)c1)c1ccccc1,2.0,-13,104,0,-9,24,11,0.0,100
NNC(=O)c1oc2nc(-c3ccco3)cc(-c3ccco3)c2c1N,1.1,22,83,-22,0,·,-13,-0.9,85
COc1ccc(Cl)cc1NC(=O)c1[nH]nc(OC)c1[N+](=O)[O-],-0.9,26,98,-9,-4,10,-17,-0.8,93
Cc1ccccc1CSCCNC(=O)Nc1ccccc1,1.9,-6,98,-10,-6,-10,-15,-1.7,95
O=C(OCc1ccc([N+](=O)[O-])cc1)c1ccc2ccccc2n1,-0.9,25,94,-4,-1,·,15,-1.3,89
CCCn1c2ccccc2c2cnn(CC(=O)NCCCN3CCCCC3CC)c(=O)c21 (configuration not stated),0.4,11,102,5,-7,29,8,-1.1,113
O=C(NCc1ccc(N2CCCC2=O)cc1)NC1CCCCC1,-0.8,2,105,0,5,3,-6,0.6,102
C/C(=N\NC(=O)COc1cccc(C)c1)c1ccc2ccccc2c1O,·,22,100,1,2,2,2,·,100
CCn1nnc(NC(=O)c2sc3ccccc3c2Cl)n1,-1.0,1,112,3,-1,0,-9,-1.6,106
CC(C)(C)c1ccc(OCCSc2nc3ccccc3n2CC(=O)O)cc1,1.4,22,100,4,-10,-2,-3,-0.7,103

# Compounds listed so far that have a thiophene ring, fused or not, in the order listed:
SMILES,V1R ag counter,PHOSPHO1 block,MEKK3 PB1 HTS,MEKK2mut PB1 HTS,GalR3 antagonist,NALP1 inh,GPR7 antagonist,OXTR ag,MEKK2 WT-MEK5
Cc1cc(NC(=O)COc2ccccc2C)ccc1NC(=O)c1cccs1,2.1,-4,104,0,-8,7,-11,2.1,98
CCn1nnc(NC(=O)c2sc3ccccc3c2Cl)n1,-1.0,1,112,3,-1,0,-9,-1.6,106

# The main list resumes; the two compounds before the break are reprinted first.
SMILES,V1R ag counter,PHOSPHO1 block,MEKK3 PB1 HTS,MEKK2mut PB1 HTS,GalR3 antagonist,NALP1 inh,GPR7 antagonist,OXTR ag,MEKK2 WT-MEK5
CCn1nnc(NC(=O)c2sc3ccccc3c2Cl)n1,-1.0,1,112,3,-1,0,-9,-1.6,106
CC(C)(C)c1ccc(OCCSc2nc3ccccc3n2CC(=O)O)cc1,1.4,22,100,4,-10,-2,-3,-0.7,103
O=C(COc1ccccc1-c1ccccc1)NN=C1CCCC1,-0.6,61*,101,-3,4,5,-6,-1.2,95
Cc1ccc(C)c(NC(=O)NNC(=O)c2cc3ccccc3cc2O)c1,5.8,33,98,5,2,-6,-2,3.5,101
COc1cccc(NC(=O)CSc2nnc(NC(=O)C3CC3)s2)c1,2.1,6,101,6,-6,9,1,0.2,102
Cc1ccc(C(=O)Nc2sc3c(c2C#N)CCCCC3)cc1C,0.9,22,115,5,-3,10,-5,-0.3,97
Clc1ccc(OCCCN2CCCCC2)c(Br)c1,2.4,-14,84,-1,-3,39,1,1.1,107
CC1=C(C(=O)OC2CCCCC2)C(c2cccnc2)n2ncnc2N1 (configuration not stated),0.6,-5,97,-1,4,17,-5,-0.7,96
Cc1ccc(-n2nnnc2SCC(N)=O)c(C)c1,-0.6,0,107,7,-5,-21,-15,0.1,109
O=[N+]([O-])c1cccc2c(N3CCOCC3)ccnc12,5.0,-30,104,4,-2,-7,-12,4.6,106
Cc1ccc(Cl)cc1NC(=O)CSC(N)=O,2.9,20,95,-11,-3,9,3,3.4,97
O=C1[C@H]2[C@@H](c3ccc(F)cc3)N3C(=O)N(c4ccccc4)C(=O)[C@@]3(Cc3ccc(Cl)cc3)[C@H]2C(=O)N1C1CCCCC1,1.4,-58,97,-7,-11,21,-7,0.5,97
CCOC(=O)C1=C(O)C(=O)N(c2ccc(S(N)(=O)=O)cc2)C1c1ccc(OC)cc1 (configuration not stated),0.0,2,101,4,·,7,-1,1.1,101
O=C1Nc2ccccc2N(O)N1c1ccc(S(=O)(=O)N2CCOCC2)cc1,0.6,-10,93,-3,-5,21,-8,-0.2,95
CCOC(=O)CC(NC(=O)c1ccco1)c1ccccc1Cl (configuration not stated),0.5,16,114,14,1,7,-2,-0.4,132
Nc1nc(NCC2CCCO2)nc(Nc2ccccc2)c1[N+](=O)[O-] (configuration not stated),0.2,6,98,-2,6,22,-9,-0.9,98
Cc1c(NS(=O)(=O)c2ccc(NCCN3CCOCC3)c([N+](=O)[O-])c2)c(=O)n(-c2ccccc2)n1C,-0.8,20,75,-11,-7,21,-11,-1.1,85
Cc1cc(=O)oc(C)c1C(=O)Nc1ccc2nsnc2c1,1.2,-32,99,2,3,1,-12,1.2,104
[N-]=C=C1C(=S)NC(=O)[C@H]([n+]2ccccc2)[C@H]1c1ccc(Cl)cc1,6.2,-8,94,-5,-2,4,-8,1.0,93
Cn1c(CNc2ccc(Cl)cc2)nnc1SCC#N,0.7,37,100,-6,-1,-15,-2,-0.2,99
O=C(N/N=C/c1ccncc1)c1nc(-c2ccccc2)n2c1CCCCC2,-0.2,38,104,2,0,9,-4,-1.4,104
COc1ccc(C/C(C)=N/Nc2nc(C)cc(=O)[nH]2)cc1,0.3,-10,98,-8,1,1,7,0.2,96
COC(=O)C1=C(N)Oc2cc(C)[nH]c(=O)c2C1c1ccncc1 (configuration not stated),-0.3,0,105,2,-1,0,-4,0.9,106
O=C(Cn1ncc(N2CCOCC2)c(Br)c1=O)c1ccc(Cl)cc1,0.8,4,97,0,-4,9,-2,0.1,96
CCc1nnc(NC(=O)c2ccc(S(=O)(=O)N3CCCC(C)C3)cc2)o1 (configuration not stated),-0.2,48,103,9,0,-15,-9,-1.6,107
O=C(Cc1cccs1)N1CCN(c2cccc(Cl)c2)CC1,1.1,12,100,-12,-8,-13,3,0.0,94
CSc1nc2ccc(NC(=O)c3ccc(=O)n(C)n3)cc2s1,2.1,51,101,1,-1,-17,-8,-0.9,101
# (more compounds)
SMILES,V1R ag counter,PHOSPHO1 block,MEKK3 PB1 HTS,MEKK2mut PB1 HTS,GalR3 antagonist,NALP1 inh,GPR7 antagonist,OXTR ag,MEKK2 WT-MEK5
Cc1nnc(N/N=C/c2c(Cl)cccc2Cl)n1N,0.7,37,91,-23,-6,-10,-2,0.2,86
c1ccc(CC2CCN(c3ncnc4sccc34)CC2)cc1,·,20,100,-3,70*,11,15,·,102
Cc1ccc(NC(=O)CSc2nc(N)c3cc4c(nc3n2)CCCC4)cc1,-1.4,-10,106,18,1,32,-10,-2.8,107
Cc1ccc2c(CSc3nnc(N)s3)cc(=O)oc2c1,-1.0,-20,112,5,3,21,-4,-1.7,112
CCOc1cc(C(=O)NC(C)Cc2cccs2)cc(OCC)c1OCC (configuration not stated),-1.9,-18,106,4,-3,-3,-7,-2.0,102
CC(=O)N1CCc2ccccc2C1CC(=O)O (configuration not stated),0.8,-6,101,1,-3,14,-18,-0.5,102
COc1ccccc1NC(=O)CSc1nn2c(=O)c(C)nnc2s1,-0.6,42,103,9,-2,-8,5,-0.1,110
CCOCCCn1c(SCC(=O)Nc2ccc(OC)cc2)nc2ccccc2c1=O,-0.4,·,98,3,-1,-15,0,-2.5,100
O=S(=O)(NCc1ccc(Cl)cc1)c1ccc(Cl)nc1,0.2,4,98,6,-1,2,-4,-1.6,104
CCCN(CCC)S(=O)(=O)c1ccc(NS(C)(=O)=O)cc1,1.2,4,103,0,-3,32,-1,-0.2,95
Cc1cc(C(=O)NC(C)C2CCCO2)c(C)o1 (configuration not stated),0.1,9,101,4,-7,-9,-17,0.3,106
O=c1c2ccccc2nc(-c2ccco2)n1/N=C/c1ccccc1O,1.7,-17,89,7,-3,7,-17,-0.8,100
Cc1onc(-c2ccccc2Cl)c1C(=O)N1CCN(c2ccccc2)CC1,0.7,6,86,-8,-8,·,-4,1.6,91
CN(C)S(=O)(=O)c1ccc(C(=O)OCC2CC2(Cl)Cl)cc1 (configuration not stated),6.9,23,106,-4,-8,30,13,4.5,102
CCOc1ccc(C(=O)Nc2c(C(N)=O)oc3ccccc23)cc1,-0.2,-3,106,5,-11,13,-1,-0.7,110
Cc1cccc(N2C(=O)C3C4CC(C(Br)C4Br)C3C2=O)n1 (configuration not stated),-0.5,21,88,-4,2,4,13,0.7,94
COc1ccc(-c2cc(C(=O)NCC3CCCO3)c3cc(C)ccc3n2)cc1 (configuration not stated),-0.3,13,102,5,-2,5,-24,-0.4,101
c1ccc(CSc2n[nH]c(-c3ccco3)n2)cc1,0.5,-18,106,2,-1,14,-1,-1.4,108
Cc1ccc(C(=O)N2CCN(S(=O)(=O)c3ccccc3)CC2)cc1,-0.1,51,89,-13,0,15,-12,-0.6,89
CCOC(=O)c1cc2c(ccn2C)n1CC(=O)N1CCC(C)CC1,-0.8,18,111,4,3,2,-6,0.2,110
Nc1nncn1C(=O)CCCOc1ccc(Cl)cc1Cl,1.3,-36,98,2,-6,6,13,4.3,101
O=C(c1ccc(CS(=O)c2ccc(F)cc2)o1)N1CCN(C2CCCCC2)CC1 (configuration not stated),0.1,18,98,-3,-8,4,-9,1.0,93

# Looked up above:
# Result of c1ccc(CC2CCN(c3ncnc4sccc34)CC2)cc1 in MEKK2mut PB1 HTS: -3
# Result of Cc1ccc(NC(=O)CSc2nc(N)c3cc4c(nc3n2)CCCC4)cc1 in MEKK2 WT-MEK5: 107
# Result of O=c1c2ccccc2nc(-c2ccco2)n1/N=C/c1ccccc1O in OXTR ag: -0.8
# Result of Cc1cccc(N2C(=O)C3C4CC(C(Br)C4Br)C3C2=O)n1 (configuration not stated) in MEKK3 PB1 HTS: 88
# Result of CCOCCCn1c(SCC(=O)Nc2ccc(OC)cc2)nc2ccccc2c1=O in V1R ag counter: -0.4
